High-throughput results: PubChem, National Center for Advancing Translational Sciences (NCATS)
G9a block: qHTS Assay for Inhibitors of Histone Lysine Methyltransferase G9a. AID 504332, 2011. actives 8.8% (n = 350,000). G9a H3K9 monomethylation, AlphaScreen, 2 h. Potency, µM (highest dose often 102 µM), for the others: at the highest dose activity, negative = inhibition, most hits filed as inhibitors. Histone-lysine N-methyltransferase EHMT2 (Homo sapiens), Q96KQ7; also: % is scaled to controls: 0 for no effect and ±100 for the full control effect; nearly all actives have a fitted effect of over 75% in size
Target sequence (Q96KQ7 913-1193 limits assumed): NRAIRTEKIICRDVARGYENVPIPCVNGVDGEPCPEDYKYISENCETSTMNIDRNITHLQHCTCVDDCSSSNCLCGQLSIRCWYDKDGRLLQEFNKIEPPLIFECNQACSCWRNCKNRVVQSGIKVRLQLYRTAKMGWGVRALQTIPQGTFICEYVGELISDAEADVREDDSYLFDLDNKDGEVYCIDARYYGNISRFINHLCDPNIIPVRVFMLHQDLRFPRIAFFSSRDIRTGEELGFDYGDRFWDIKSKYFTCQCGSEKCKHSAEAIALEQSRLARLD
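Step 1: enzyme (final 20 nM) with compound, 15 min RT. Step 2: substrate peptide 500 nM and SAM 20 uM, 2 h RT. Step 3: anti-H3K9me1 antibody and AlphaScreen beads, 10 min, then plate read.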
BLM helicase inh: qHTS Assay for Inhibitors of Bloom's syndrome helicase (BLM); RecQ-like DNA helicase BLM (Homo sapiens), P54132; recombinant BLM DNA unwinding, fluorescence dequenching; Potency, µM (series often up to 56.1 µM), for the others: top-dose activity change, negative = inhibition, most hits filed as inhibitors; actives 0.2% (n = 350,000); AID 2528, 2010;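 also: plate controls were vehicle for no effect and no enzyme for full effect; nearly all actives have a fitted effect of over 35% in size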
Pin1 inhibitor: qHTS Assay to Find Inhibitors of Pin1. Peptidyl-prolyl cis-trans isomerase NIMA-interacting 1 (Homo sapiens), Q13526. Pin1 FP peptide displacement, HiFluor488, 10 min. Potency, µM (doses to about 115 µM), for the others: top-dose activity, negative = inhibition, hits mostly inhibitors. actives 0.009% (n = 390,000); active = well fitted inhibition curve with a large enough effect in the polarisation, with a control signal flat, not every such curve was filed as active; inconclusive = small, poorly fitted or top-dose-only effect, or effect the other way, or a change in a side signal; inactive = no such curve, though single readings can be large or run the other way; the % refers to the polarisation; also: % is scaled to controls: 0 for no effect and ±100 for the full control effect
POLI inh: qHTS for Inhibitors of Polymerase Iota; actives 1% (n = 390,000); DNA polymerase iota (Homo sapiens), Q9UNA4; Potency, µM (doses to about 115 µM), inactives show top-dose activity, negative = inhibition, usual class: inhibitors; Pol iota fluorescent replication assay, 10 min
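Fluorescent replication assay read twice, at 0 min and 10 min after adding 50 nM (final) substrate. Enzyme (10 nM) and compounds were first incubated 15 min at room temperature; enzyme-free buffer wells were negative controls.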
BAZ2B block: qHTS Assay for Inhibitors of BAZ2B | actives 4.4% (n = 360,000) | Potency, µM (top dose mostly 114 µM), inactives show at the highest dose activity change, negative = inhibition, most hits filed as inhibitors | AID 504333, 2011 | Bromodomain adjacent to zinc finger domain protein 2B (Homo sapiens), Q9UIF8 | AlphaScreen BAZ2B-H3K14Ac peptide displacement; also: % is scaled to controls: 0 for no effect and ±100 for the full control effect; nearly all actives have a fitted effect of over 60% in size
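Inhibition is scored as reduced AlphaScreen emission. The BAZ2B/b-H3(5-23)K14Ac complex (50 nM each) in PBS pH 7.4, 0.01% Tween-20 meets compound (up to 110 uM) for 30 min at RT before bead addition.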
HP1b binding inh: HTS for Inhibitors of HP1-beta Chromodomain Interactions with Methylated Histone Tails; Chromobox protein homolog 1 (Homo sapiens), P83916; AlphaScreen HP1-beta / biotin-H3K9me3 peptide binding; Potency, µM (titrated, usually from 114 µM), for inactives: at the highest dose activity change, negative = inhibition, actives largely listed as inhibitors; actives 0.56% (n = 390,000); also: nearly all actives have a fitted effect of over 70% in size; inactives centre near 23
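AlphaScreen: HP1-beta (50 nM) preformed 30 min with biotin-H3(1-18)K9me3 peptide (50 nM) in PBS pH 7.4, 0.01% Tween-20. Compound added for 30 min at RT, then streptavidin donor/nickel chelate acceptor beads (10 ug/mL) for 30 min.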
JMJD2A Tudor inh: qHTS Assay for Inhibitors of JMJD2A-Tudor Domain; AlphaScreen JMJD2A-Tudor / H3K4me3 peptide binding; Potency, µM (top dose mostly 114 µM), for inactives: top-dose activity change, negative = inhibition, hits mostly inhibitors; actives 4.4% (n = 390,000); AID 504339, 2011; also: % is scaled to controls: 0 for no effect and ±100 for the full control effect; nearly all actives have a fitted effect of over 50% in size
PGK inhibitor: qHTS Assay to Find Inhibitors of Phosphoglycerate Kinase; Phosphoglycerate kinase, glycosomal (Trypanosoma brucei brucei), P07378; PGK/GAPDH coupled, Kinase-Glo luminescence, 60 min; Potency, µM (titrated, usually from 57.5 µM), for the others: top-dose activity change, negative = inhibition, actives largely listed as inhibitors; actives 0.043% (n = 380,000); AID 602233, 2012; also: % is scaled to controls: 0 for no effect and ±100 for the full control effect; nearly all actives have a fitted effect of over 60% in size
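Recombinant glycosomal PGK reaction used 1,3-bisphosphoglycerate generated in-well by GAPDH (100nM final) in 100mM TEA pH 7.6, 5mM MgCl2, 0.01% Tween-20. After 60 minutes at room temperature, ATP was read by Kinase-Glo Plus luminescence end-point.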
GLS inh: qHTS for Inhibitors of Glutaminase (GLS); Glutaminase kidney isoform, mitochondrial (Homo sapiens), O94925; GLS enzymatic activity, qHTS titration; Potency, µM (titrated, usually from 45.5 µM), inactives show at the highest dose activity change, negative = inhibition, hits mostly inhibitors; actives 0.21% (n = 410,000); AID 624170, 2012; also: % is scaled to controls: 0 for no effect and ±100 for the full control effect
Target sequence (O94925 whole entry, looked up, canonical isoform): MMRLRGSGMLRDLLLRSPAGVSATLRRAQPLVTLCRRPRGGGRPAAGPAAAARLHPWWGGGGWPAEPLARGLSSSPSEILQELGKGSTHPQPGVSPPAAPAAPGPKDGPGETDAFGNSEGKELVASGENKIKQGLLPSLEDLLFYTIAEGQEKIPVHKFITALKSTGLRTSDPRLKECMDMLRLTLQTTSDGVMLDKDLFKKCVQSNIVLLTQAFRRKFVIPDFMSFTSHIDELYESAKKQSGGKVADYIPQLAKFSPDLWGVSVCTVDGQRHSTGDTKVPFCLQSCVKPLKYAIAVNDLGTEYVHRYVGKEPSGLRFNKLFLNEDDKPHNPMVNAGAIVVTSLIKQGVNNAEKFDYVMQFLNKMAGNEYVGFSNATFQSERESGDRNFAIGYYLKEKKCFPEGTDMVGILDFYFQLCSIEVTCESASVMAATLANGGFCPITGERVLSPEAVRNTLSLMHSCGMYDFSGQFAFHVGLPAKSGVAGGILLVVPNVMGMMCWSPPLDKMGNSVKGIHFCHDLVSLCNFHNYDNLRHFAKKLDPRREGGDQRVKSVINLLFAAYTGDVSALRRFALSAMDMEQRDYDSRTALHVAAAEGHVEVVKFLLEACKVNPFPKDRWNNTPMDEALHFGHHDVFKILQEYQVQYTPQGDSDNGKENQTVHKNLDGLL
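Enzyme dispensed in phosphate buffer (45 mM, pH 8.2, 0.02% Tween-20), compounds pinned in, then 1 mM L-glutamine solution and the glutamate oxidase–HRP–Amplex Red mix added; fluorescence read immediately and again after 30 min at room temperature.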
An asterisk follows results filed as active; i = inactive; ? = inconclusive; / = no result given; [ ] = dose if it differs, or a comment. Unless noted, calls follow the shape of the dose curve; as a rule, active = well fitted curve in the direction sought with a large enough effect; inconclusive = small, poorly fitted or top-dose-only effect, or another doubt; inactive = no such curve, though single readings can be large; an effect the other way counts as inactive or inconclusive. Potency is read from the fitted curve at half-maximal effect.

nr | mol | G9a block | BLM helicase inh | Pin1 inhibitor | POLI inh | BAZ2B block
1 | COc1ccc(CC(=O)Nc2nc(-c3cc(OC)ccc3OC)cs2)cc1 | ? | -8% | 16% | 18% | -37%
2 | CC(=O)c1cccc(N(C(=O)c2cnccn2)C(C(=O)NCc2ccccc2)c2ccco2)c1 (stereo unspecified) | -7%[12.7 µM] | -3% | -8% | 4% | 7%
3 | CCC(C)NS(=O)(=O)c1ccc(OCC(=O)NCc2ccc(OC)cc2)cc1 (stereo unspecified) | 17% | -2% | 0% | -2% | 0%
4 | CCN(CC)C(=O)[C@H]1C[C@H](CC(=O)NC/C=C(\C)CCC=C(C)C)C(=O)N2CCc3c([nH]c4cc(CCC(=O)N(C)C)ccc34)[C@]12C | / | / | -1% | ? | /
5 | Cn1ncc2c(Nc3cccc(Cl)c3)nc(Nc3cccc(Cl)c3)nc21 | -7% | -10% | 2% | -4% | -20%
6 | COc1cccc(NC(=O)CCC2CCN(C(=O)Cc3cccc(F)c3)CC2)c1 | -5% | -3% | 11% | 15% | -13%
7 | COC(=O)/C(=C/c1ccc2c(c1)c1ccccc1n2C)NC(=O)c1ccccc1 | 14%[59 µM] | -4% | ? | 149%[activator] | -12%
8 | COc1ccc(NC(=O)CSc2nnc(-c3ccncc3)n2C)cc1 | 14%[59 µM] | -1% | -1% | 4% | -26%
9 | COc1cccc(CNC(=O)CN2C(=O)CSc3ccc(S(=O)(=O)N4CCOCC4)cc32)c1 | 10%[59 µM] | 0% | 1% | 8% | -3%
10 | CC(=O)Nc1ccc(NC(=O)c2ccc(NS(=O)(=O)c3cccc4cccnc34)cc2)cc1 | 16% | -6% | 5% | 5% | 4%

nr | HP1b binding inh | JMJD2A Tudor inh | PGK inhibitor | GLS inh
1 | 12% | -19%[57.1 µM] | -2% | -16%
2 | 13% | -6% | -9% | 9%
3 | 27% | -13% | 8% | 0%
4 | 2% | -31% | 3% | 23%
5 | 10% | -35% | -3% | -6%
6 | 23% | -10% | -2% | 1%
7 | 12% | -16% | 0% | 1%
8 | 9% | -10% | -2% | 10%
9 | 68%[activator] | -12% | 9% | 15%
10 | 33% | 3% | -4% | 2%

nr | mol | G9a block | BLM helicase inh | Pin1 inhibitor | POLI inh | BAZ2B block
11 | O=C(Nc1ccc(F)c(Cl)c1)Nc1csc2ccccc12 | ? | -9% | -8% | -3% | 0%
12 | CSc1ccccc1NC(=O)CN1CCN(c2ccccn2)CC1 | 25% | 2% | 0% | 8% | -13%
13 | COc1ccc2nc(C(F)(F)Cl)c(C#N)c(N)c2c1 | -1% | 0% | 1% | 5% | -8%
14 | CC(C)Cn1c(N)c(C(=O)COC(=O)c2ccc(O)cc2O)c(=O)n(C)c1=O | -35% | / | 3% | 23% | -2%
15 | Nc1ccc(-c2cc3ccccc3oc2=O)cc1 | 26% | 0% | -1% | 121%[activator] | 3%
16 | C/C(=C/C(=O)N1CCN(C)CC1)C(=O)O | 8%[59 µM] | 1% | 4% | 0% | 10%
17 | COCCN(Cc1cn(C)nc1-c1ccc(Oc2ccccc2)cc1)C(C)C | 8% | -5% | 10% | 3% | -3%
18 | O=c1c(/C=N/O)c(Nc2ccccc2)nc2ccccn12 | -11% | -14% | 5% | 24% | 6%
19 | COc1ccc(NS(=O)(=O)c2ccc(C(=O)N3CCCCCC3)cc2)cc1 | / | / | -8% | 4% | /
20 | Cc1ccc2c(c1)c1c(c(=O)n(-c3cccc(Cl)c3)c(=O)n1CC(N)=O)n2C | 5%[59 µM] | -1% | 3% | 8% | -11%

nr | HP1b binding inh | JMJD2A Tudor inh | PGK inhibitor | GLS inh
11 | 12% | -17% | i | 5%
12 | 18% | -2% | 8% | 1%
13 | 11% | -22% | -4% | -6%
14 | 39% | -32% | i | 2%
15 | 40% | 5% | -2% | 1%
16 | 17% | -19% | -6% | 2%
17 | 57%[activator] | -4% | i | 4%
18 | 24% | -8% | 3% | 23%
19 | 30%[57 µM] | -8% | i | 15%
20 | 29% | 6% | 1% | 1%

Whole records as entered above. Screens in order: G9a block	BLM helicase inh	Pin1 inhibitor	POLI inh	BAZ2B block	HP1b binding inh	JMJD2A Tudor inh	PGK inhibitor	GLS inh
COc1ccc(NS(=O)(=O)c2ccc(C(=O)N3CCCCCC3)cc2)cc1 is entered as /	/	-8%	4%	/	30%[57 µM]	-8%	i	15%
COCCN(Cc1cn(C)nc1-c1ccc(Oc2ccccc2)cc1)C(C)C is entered as 8%	-5%	10%	3%	-3%	57%[activator]	-4%	i	4%
Cc1ccc2c(c1)c1c(c(=O)n(-c3cccc(Cl)c3)c(=O)n1CC(N)=O)n2C is entered as 5%[59 µM]	-1%	3%	8%	-11%	29%	6%	1%	1%

Next part:
nr | mol | G9a block | BLM helicase inh | Pin1 inhibitor | POLI inh | BAZ2B block
21 | Cc1cc(C)nc(SC(C)C(=O)O)n1 (stereo unspecified) | 49%[59 µM] | 2% | 5% | ? | 49%[activator]
22 | CNC(=O)NC(=O)CSc1nc2cc(C(=O)OC)ccc2c(=O)n1-c1ccccc1 | -13%[59 µM] | -1% | -1% | 26% | /
23 | Cc1[nH]c2ccccc2c1C(=O)CSC(=S)N1CCN(C)CC1 | / | 1% | 4% | -6% | -13%
24 | COc1ccc(CCNC(=O)c2ccc3c(c2)SC2=NS(=O)(=O)CCN23)cc1 | ? | -6% | 37%[activator] | 47%[activator] | -3%
25 | COc1cccc(NC(=O)CN(C)C(=O)/C=C/c2ccc3ccccc3n2)c1 | 1%[59 µM] | / | 3% | 1% | 8%
26 | CCOC(=O)C1CCCN(c2c(NCCN3CCCCC3C)c(=O)c2=O)C1 (stereo unspecified) | -6%[59 µM] | 2% | 4% | 15% | -3%
27 | Cc1cc(SCC(=O)c2ccccc2)nc(C)n1 | 50µM* | -1% | -3% | 17% | 9%
28 | COc1ccc(CCNC(=O)NCc2noc3ccc(C)cc23)c(OC)c1 | -5%[59 µM] | 1% | -9% | 13% | -20%
29 | FC(F)(F)c1cccc(-c2nn[nH]n2)c1 | ? | 0% | -12% | 14% | -17%
30 | CCOc1ccc(CC(=O)N2CCN=C2SC)cc1 | 8%[59 µM] | -10% | -14% | 47%[activator] | -4%

nr | HP1b binding inh | JMJD2A Tudor inh | PGK inhibitor | GLS inh
21 | 46%[activator] | -4% | / | -2%
22 | 28% | -13% | -7% | 1%
23 | 19% | -22% | -2% | 6%
24 | 24% | -1% | -1% | 29%
25 | 4% | -10% | -2% | -1%
26 | 25% | -23% | -3% | 28%
27 | 39%[activator] | -6% | i | 4%
28 | 22% | -8% | i | 2%
29 | 45%[activator] | 2% | -7% | 16%
30 | -7% | -6% | -5% | 3%

Copied from the list.
Result for compound 29 in HP1b binding inh: 45%[activator]
Result for compound 28 in G9a block: -5%[59 µM]
Result for compound 30 in PGK inhibitor: -5%

Continued.
nr | mol | G9a block | BLM helicase inh | Pin1 inhibitor | POLI inh | BAZ2B block
31 | N#CCCN(C(=O)COC(=O)C1CCN(S(=O)(=O)c2ccccc2C(F)(F)F)CC1)c1ccccc1 | / | / | 5% | -2% | /
32 | Cc1c(O)nc(SC2CC(=O)N(c3ccccc3)C2=O)[nH]c1=O (stereo unspecified) | ? | -6% | 3% | 16% | -5%
33 | CC(=O)Nc1nonc1-c1ccccc1 | -13% | -1% | 5% | 18% | 13%
34 | O=C(Nc1cc(Cl)cc(Cl)c1)c1cnn2cccnc12 | -4% | -1% | ? | 11% | -8%
35 | Cc1cc(C)nc(NS(=O)(=O)c2ccc(NC(=O)c3ccc4c(c3)OCO4)cc2)n1 | 4% | 0% | 2% | 2% | -1%
36 | CCC(C(=O)OCC(=O)N1CCN(S(=O)(=O)c2ccc(C)cc2C)CC1)c1ccccc1 (stereo unspecified) | -16%[59 µM] | / | -4% | 3% | -3%
37 | CCCc1ccc(S(=O)(=O)N2CCC(Oc3ccc(-n4cnnn4)cc3)CC2)cc1 | -19%[59 µM] | -3% | -2% | ? | -35%
38 | O=C(O)c1cc(Nc2cc(Cl)c3nonc3c2[N+](=O)[O-])ccc1O | 35µM* | -6% | ? | ? | ?
39 | COc1ccc(CCNC(=O)COc2cc(=O)n(C)c3ccccc23)cc1OC | 10%[59 µM] | 0% | 4% | 65%[activator] | -2%
40 | O=C(O)c1cccnc1SCc1cn2cc(Cl)ccc2n1 | / | -2% | -4% | -8% | ?
41 | Cc1ccc2oc(-c3cc(NC(=O)c4ncn[nH]4)ccc3O)nc2c1 | ? | -9% | ? | 34%[activator] | ?
42 | O=C(CSc1nnc(-c2ccccc2O)o1)Oc1ccc(Br)cc1 | 5%[59 µM] | -8% | 0% | 8% | -36%

nr | HP1b binding inh | JMJD2A Tudor inh | PGK inhibitor | GLS inh
31 | 48%[activator] | -7% | -1% | 5%
32 | 40%[activator] | -6%[57.1 µM] | -3% | 14%
33 | 33% | 2% | 17% | -14%
34 | 38% | -11% | -2% | -1%
35 | 12% | -15% | -7% | 7%
36 | 34% | -1% | -4% | 4%
37 | 11% | -18% | i | -4%
38 | 9% | -32% | / | -7%
39 | 20% | 9% | 3% | -6%
40 | 19% | -21% | 2% | 4%
41 | 37% | -28% | -17% | 9%
42 | 17% | -31% | -5% | -1%

Only part of the results is shown; the hit share may differ from the screen's.
